Screens from PubChem BioAssay.
Myeloid diff 2: compounds promoting myeloid differentiation. ER-HoxA9 myeloid progenitors, lysozyme-GFP differentiation, flow cytometry. 360,000 compounds, 1% hits. AID 624256. calls only at 10 µM;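 active means normalized GFP-positive differentiation at or above the plate's own cutoff, the solvent-only control mean plus 3 SD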;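 further: cells exposed to compound for four days before flow analysis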
Salmonella PhoP GFP: PhoP-dependent GFP reporter repression – Salmonella Typhimurium, primary screen (AID 1863); S. Typhimurium PhoP-regulated promoter GFP reporter, 4 h; higher % means a stronger effect; one-dose inhibition, % at 50 µM; IC50 in µM for titrated hits; 300,000 compounds, 0.16% hits;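 active means inhibition over 29.93%, a cutoff 3 SD above the screen mean, later confirmed by dose response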;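 further: 0% = low Mg2+ inducing control and 100% = high Mg2+ repressing control; strong numbers were not always called active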
HIV peptide binding: cell-free HIV fusion peptide-binding blockers – biochemical, uHTS, fluorescence dequenching, primary screen (AID 1986); inhibition, % at 20 µM, or IC50 in µM where a hit was titrated; 290,000 compounds, 0.3% hits; cell-free peptide binding, fluorescence dequenching, 30 min; higher % means a stronger effect; in the data active means inhibition mostly above about 52%, no sharp cut-off; inactive means mostly below about 76%; further: some results filed as inactive read as strong as hits
GPR35 antagonists: inhibition of zaprinast-stimulated GPR35 beta-arrestin translocation – imaging, U2OS, beta-arrestin-GFP, zaprinast agonist, primary screen (AID 2058) | inhibition, % at 10 µM, or IC50 in µM where a hit was titrated | 290,000 compounds, 0.052% hits | U2OS GPR35 beta-arrestin-GFP translocation imaging, zaprinast antagonism; higher % means a stronger effect;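 active means inhibition of at least 50% with at least 30 cells and total cytoplasm GFP at most 10,000,000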
Rac1 GTP hydrolysis: MgcRacGAP GTPase-activating activity inhibitors, confirmation, biochemical, ADP Hunter fluorescence. MgcRacGAP-stimulated Rac1 GTP hydrolysis, ADP Hunter fluorescence; higher % means a stronger effect; GST-tagged Rac1 F28L mutant substrate. one-dose inhibition, % at 30 µM; IC50 in µM for titrated hits. 340,000 compounds, 0.6% hits. AID 624330;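 active means first-screen hits whose inhibition reached a set limit at any dose in the follow-up dose series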;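 further: fluorescence reports GDP produced by GAP-driven GTP hydrolysis; strong numbers were not always called active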
LYP inhibition: PTPN22 lymphoid phosphatase activity blockers – biochemical, fluorescence intensity, uHTS (AID 1779). recombinant LYP phosphatase, fluorescence intensity; higher % means a stronger effect. 290,000 compounds, 0.054% hits. one-dose inhibition, % at 11.5 µM; IC50 in µM for titrated hits; in the data active means inhibition above about 50%;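 further: plate controls were vehicle with enzyme for no effect and no enzyme for full effect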
GPR55 LPI antagonism: inhibition of LPI-stimulated GPR55 beta-arrestin translocation – imaging, U2OS, beta-arrestin-GFP, LPI agonist, primary screen (AID 2013); 290,000 compounds, 0.13% hits; U2OS GPR55 beta-arrestin-GFP translocation imaging, LPI antagonism; higher % means a stronger effect; one-dose inhibition, % at 10 µM; IC50 in µM for titrated hits;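 active means spots per cell inhibited over 60%, with over 100 cells counted and total cytoplasm intensity under 500,000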;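 further: U2OS cells stably carrying GPR55 and arrestin-GFP stimulated by 5 µM LPI near EC80; imaged beta-arrestin-GFP aggregate spots per cell after agonist stimulation; plate controls were LPI-stimulated DMSO wells for no effect and DMSO wells without LPI for full effect; some results filed as inactive read as strong as hits; confirmed hits need IC50 under 10 µM and bright autofluorescent wells are also inconclusive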
SIAH1 antagonists: Siah-1 peptide-binding antagonists, primary screen, biochemical, fluorescence polarization, rhodamine-plectin, uHTS (AID 1817). Siah-1 / rhodamine-plectin peptide fluorescence polarization; higher % means a stronger effect. one-dose displacement, % at 20 µM; IC50 in µM for titrated hits. 290,000 compounds, 0.02% hits;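 active means displacement of at least 50% at 20 µM, with a fluorescence ratio check between 0.3 and a set limit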;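 further: plate controls were Siah plus tracer with DMSO for no effect and tracer alone without Siah for full effect; strong numbers were not always called active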
NTR1 agonist: NTR1-driven beta-arrestin-GFP spot formation – imaging, U2OS cells, high content, primary screen (AID 493036); activation, % at 20 µM; 330,000 compounds, 0.17% hits; agonist mode;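 active means activation at or above 40% of the spot to cytoplasm intensity ratio, with at least 20 cells analyzed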;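 further: 0% = DMSO without peptide and 100% = 100 nM NTR1 peptide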
Target sequence (P30989 whole entry, looked up): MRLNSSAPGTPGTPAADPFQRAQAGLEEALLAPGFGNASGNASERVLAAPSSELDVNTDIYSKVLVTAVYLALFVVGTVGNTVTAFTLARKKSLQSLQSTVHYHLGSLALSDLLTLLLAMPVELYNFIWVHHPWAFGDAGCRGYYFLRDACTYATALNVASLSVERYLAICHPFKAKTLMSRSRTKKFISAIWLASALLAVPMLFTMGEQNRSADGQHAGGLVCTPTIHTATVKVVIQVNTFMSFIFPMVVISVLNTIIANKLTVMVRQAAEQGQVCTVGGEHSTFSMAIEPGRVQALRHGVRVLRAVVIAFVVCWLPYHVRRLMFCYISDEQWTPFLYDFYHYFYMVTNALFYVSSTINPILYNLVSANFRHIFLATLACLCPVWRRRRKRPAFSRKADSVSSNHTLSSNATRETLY
NTR1 agonist cell count 20 µM: recorded beside NTR1 agonist, whose call it bears; cell count; measured here: cell count, cytotoxicity flag
Myeloid diff 2 GFP+ MAC1+ %: second read-out of Myeloid diff 2, no call of its own (marks repeat the call); GFP+ MAC1+ double positive, %; measured here: differentiation confirmed by MAC1 staining
Numbers without * were called inactive; i = inactive; nt = no result given; & = joins results of further samples.

SMILES	Myeloid diff 2	Myeloid diff 2 GFP+ MAC1+ %	Salmonella PhoP GFP	HIV peptide binding	GPR35 antagonists	Rac1 GTP hydrolysis	LYP inhibition	GPR55 LPI antagonism	SIAH1 antagonists	NTR1 agonist	NTR1 agonist cell count 20 µM
CC1c2nc3ccccc3n2C(CC(=O)NCCCN2CCOCC2)C(=O)N1Cc1ccccc1 (configuration not stated)	i	0.0	-7%	-1.7%	-2%	7%	-5%	18%	-2%	2.0	71
O=C(NNC(=O)C1CCC1)c1ccccc1F	i	0.9	-5%	nt	nt	4%	nt	nt	nt	1.8	48
Cn1nc(C(=O)Nc2c(-c3ccccc3)nc3sccn23)c2ccccc2c1=O	i	0.3	16%	2.6%	-1%	7%	-7%	-10%	-1%	-1.0	82
O=C(Nc1ccccc1)Nc1ccc2c(c1)CCC2	i	3.6	8%	-0.3%	1%	7%	-2%	8%	-3%	0.2	51
CC(C)(C)NC(=O)N1CCC(CO)(Cc2ccccc2Cl)CC1	i	0.3	9%	-1.2%	3%	8%	-4%	5%	6%	-1.7	70
CSC1=N/C(=C\c2ccc(C)o2)C(=O)S1	i	0.0	2%	-3.5%	-6%	8%	3%	-11%	-4%	-4.0	87
O=C(O)CCNc1nc(-c2ccccc2)c2cc(Br)ccc2n1	i	0.4	-1%	4.9%	9%	0%	-4%	8%	5%	-0.3	88
O=C(NC1CCCCC1)C(c1ccccc1)N1CCC2(CC1)OCCO2 (configuration not stated)	nt	nt	-1%	-1.8%	1%	6%	2%	1%	-3%	-0.6	75
COC(=O)c1ccc(NC(=O)CSc2nccn2CCc2ccccc2)cc1	i	0.3	13%	0.0%	-8%	4%	-8%	-8%	-2%	0.4	51
CCc1nnc(NC(=O)c2ccc(-c3ccc([N+](=O)[O-])cc3Cl)o2)s1	i	0.5	-6%	5.2%	10%	10%	-5%	-12%	3%	3.5	46
CN(C)S(=O)(=O)c1ccc(C(=O)NCCSc2ccccc2)cc1	i	0.9	0%	-4.0%	-3%	12%	-8%	-12%	-4%	-0.3	39
CC1=CC(C)(C)NC(=S)N1c1ccc(C)cc1	i	8.4	-2%	1.4%	-5%	4%	2%	-4%	3%	0.6	50
Cc1ccc(SSc2cc(C)ccc2N)c(N)c1	i	0.6	9%	nt	nt	23%	nt	nt	nt	3.2	93
COC(=O)Cc1c(O)ccn(Cc2ccc(F)cc2)c1=O	i	1.1	33%	-1.0%	24%	-4%	-8%	-8%	-6%	-1.0	39
O=C(NC1CCS(=O)(=O)C1)c1ccc(-c2ccc(Br)cc2)o1 (configuration not stated)	i	6.7	10%	-1.4%	-4%	12%	-1%	-6%	-2%	-0.3	79

Rewritten in markdown: eight of the compounds above
| smiles | Myeloid diff 2 | Myeloid diff 2 GFP+ MAC1+ % | Salmonella PhoP GFP | HIV peptide binding | GPR35 antagonists | Rac1 GTP hydrolysis | LYP inhibition | GPR55 LPI antagonism | SIAH1 antagonists | NTR1 agonist | NTR1 agonist cell count 20 µM |
| --- | --- | --- | --- | --- | --- | --- | --- | --- | --- | --- | --- |
| O=C(NC1CCCCC1)C(c1ccccc1)N1CCC2(CC1)OCCO2 (configuration not stated) | nt | nt | -1% | -1.8% | 1% | 6% | 2% | 1% | -3% | -0.6 | 75 |
| COC(=O)c1ccc(NC(=O)CSc2nccn2CCc2ccccc2)cc1 | i | 0.3 | 13% | 0.0% | -8% | 4% | -8% | -8% | -2% | 0.4 | 51 |
| CCc1nnc(NC(=O)c2ccc(-c3ccc([N+](=O)[O-])cc3Cl)o2)s1 | i | 0.5 | -6% | 5.2% | 10% | 10% | -5% | -12% | 3% | 3.5 | 46 |
| CN(C)S(=O)(=O)c1ccc(C(=O)NCCSc2ccccc2)cc1 | i | 0.9 | 0% | -4.0% | -3% | 12% | -8% | -12% | -4% | -0.3 | 39 |
| CC1=CC(C)(C)NC(=S)N1c1ccc(C)cc1 | i | 8.4 | -2% | 1.4% | -5% | 4% | 2% | -4% | 3% | 0.6 | 50 |
| Cc1ccc(SSc2cc(C)ccc2N)c(N)c1 | i | 0.6 | 9% | nt | nt | 23% | nt | nt | nt | 3.2 | 93 |
| COC(=O)Cc1c(O)ccn(Cc2ccc(F)cc2)c1=O | i | 1.1 | 33% | -1.0% | 24% | -4% | -8% | -8% | -6% | -1.0 | 39 |
| O=C(NC1CCS(=O)(=O)C1)c1ccc(-c2ccc(Br)cc2)o1 (configuration not stated) | i | 6.7 | 10% | -1.4% | -4% | 12% | -1% | -6% | -2% | -0.3 | 79 |

Further structures:
SMILES	Myeloid diff 2	Myeloid diff 2 GFP+ MAC1+ %	Salmonella PhoP GFP	HIV peptide binding	GPR35 antagonists	Rac1 GTP hydrolysis	LYP inhibition	GPR55 LPI antagonism	SIAH1 antagonists	NTR1 agonist	NTR1 agonist cell count 20 µM
COc1ccc2cc(CCNC(=O)C(C)(C)C)c(=O)[nH]c2c1	i	1.1	6%	2.6%	-4%	5%	-7%	12%	2%	-1.9	61
Cn1c(=O)c2c(nc(Oc3cccc(O)c3)n2C)n(C)c1=O	i	1.2	1%	0.0%	2%	8%	-3%	-7%	3%	-0.5	58
CC(C)OC(=O)CC(NC(=O)OC(C)(C)C)c1ccccc1 (configuration not stated)	nt	nt	-1%	1.8%	2%	nt	4%	5%	-2%	-1.3	57
CC1(C)CC(=O)C=C(Nc2cc(-c3ccccc3)[nH]n2)C1	i	0.5	9%	3.1%	-3%	8%	-3%	-13%	-1%	-2.4	98
S=c1[nH]nc(-c2cccs2)n1/N=C/c1cn(-c2ccccc2)nc1-c1ccccc1	i	0.4	-15%	6.6%	-22%	5%	0%	3%	-2%	16	60
COc1ccc(C(=O)OC/C(O)=C(\C#N)c2nc3ccccc3[nH]2)cc1S(=O)(=O)N1CCOCC1	i	0.3	-2%	4.3%	8%	-1%	4%	5%	-5%	0.7	45
CCc1ccccc1NC(=O)c1cc(C)no1	i	0.4	10%	-1.5%	6%	7%	-7%	5%	-5%	-0.4	72
N=c1c(C(=O)NCCc2ccccc2)cc2c(=O)n3ccccc3nc2n1Cc1ccco1	i	0.4	-2%	19%	9%	6%	-7%	10%	-2%	43*	53*
N#Cc1ccccc1Cn1c(=O)n(CCCC(=O)NCc2ccc3c(c2)OCO3)c(=O)c2ccccc21	i	0.2	-11%	-1.7%	4%	7%	-6%	9%	-4%	-0.4	81
Cc1cccc(NC(=S)NCc2ccccc2Cl)c1C	i	0.4	6%	-1.5%	10%	11%	-2%	11%	-2%	0.1	39
COc1ccc(OCCn2cc(C=O)c3ccccc32)cc1	i	0.3	0%	2.1%	4%	5%	-3%	5%	4%	2.1	56
Cc1ccc(-c2cc(C(=O)O)c3cc(Br)ccc3n2)s1	i	0.8&1.0	16%&13%	12%	3%	-6%&-2%	-3%	-1%	1%	1.4&1.0	68&84
CN(CC(=O)Nn1cnnc1)S(=O)(=O)c1cc(Cl)ccc1Cl	i	7.8	18%	2.2%	-4%	-2%	-9%	4%	0%	1.5	67
CC1CCCC(NC(=O)CSc2nnc(N)s2)C1C (configuration not stated)	i	0.8	-4%	1.0%	7%	9%	-4%	-8%	1%	0.7	32
CC1C2(C)OCC(C#N)(C(=N)O2)C1(C#N)C#N (configuration not stated)	nt	nt	-6%	8.3%	3%	nt	-4%	-12%	5%	-1.1	46
CSCC[C@H](NC(=O)[C@H]1CC[C@H](CNC(=O)[C@@H]2CCCN2)CC1)C(=O)O	i	0.5	1%	-0.2%	-2%	6%	-6%	3%	0%	-1.2	102
Cc1nn(-c2ccccc2)c2nc3c(cc12)C(=O)CCC3	i	0.9	-5%	-3.8%	-12%	-4%	0%	6%	3%	1.7	45
CC1CCCCN1C(=O)c1ccc(C(=O)Nc2ccc(F)cc2)cc1 (configuration not stated)	i	1.3	9%	nt	nt	1%	nt	nt	nt	-4.3	51
Cc1cc(C(=O)Nc2ccc(Cl)cc2)c(C)n1Cc1cccs1	i	0.4	-6%	1.7%	-5%	-13%	7%	-3%	-7%	0.0	38
Cc1ccc2nc(/N=C(\N)NC(=O)N3c4ccccc4Sc4ccccc43)nc(C)c2c1	i	0.5	0%	0.5%	10%	67%	6%	3%	-5%	6.2	34
NC(=O)N/N=C/c1cn(-c2ccccc2)nc1-c1cccs1	i	0.4	-3%	-1.2%	-26%	8%	-2%	-6%	0%	5.4	59
CCOc1ccc(C2NC(=O)CCC2[N+](=O)[O-])cc1 (configuration not stated)	nt	nt	-7%	4.5%	-9%	5%	-10%	8%	-2%	0.0	61
CC(C(=O)Nc1ccc(S(N)(=O)=O)cc1)N1CCc2ccccc21 (configuration not stated)	i	0.6	6%	0.4%	-5%	9%	-5%	9%	1%	-1.7	62
O=Cc1c(NCCN2CCCC2)c2ccccc2[nH]c1=O	i	0.4	-2%	2.1%	-14%	14%	-5%	-3%	-2%	-1.0	70
Cc1ccccc1OCCCCCNCCO	i	6.7	3%	0.1%	8%	-1%	-9%	-4%	2%	nt	nt
COC(=O)c1ccc(COc2ccccc2OC)o1	i	0.5	-4%	-1.2%	-15%	3%	-9%	1%	6%	1.0	105
CC(C)Nc1nc(NC(C)C)nc(Oc2ccc(=O)n(C)n2)n1	i	0.1	-3%	0.4%	6%	-2%	-8%	4%	1%	0.5	38
O=C(O)c1cc(S(=O)(=O)O)cc(Nc2c3ccccc3nc3ccccc23)c1O	i	0.9	-3%	16%	-6%	nt	-13%	-4%	-1%	-0.3	77
Cc1cccc(N2CCN(C(=O)c3cc4n(n3)C(C(F)(F)F)CC(c3ccco3)N4)CC2)c1C (configuration not stated)	i	0.7	-41%	0.8%	-20%	12%	12%	-32%	3%	19	41
CO/N=C/CC(=O)c1ccc([N+](=O)[O-])c(CS(=O)(=O)c2ccc(Cl)cc2)c1	i	0.5	2%	-2.1%	2%	4%	-3%	-1%	-3%	-0.9	91
Cc1nc(-c2ccc3c(c2)OCO3)cs1	i	2.9	0%	-1.1%	-13%	6%	-5%	-6%	3%	-0.3	87
O=C(/C=C/c1ccc(S(=O)(=O)N2CCOCC2)cc1)N1CCN(c2ccccc2)CC1	i	1.1	-3%	-1.4%	2%	4%	-3%	-10%	-5%	0.1	46
O=C(CSc1nc2ccccc2s1)c1cc2ccccc2o1	i	1.9	-6%	5.1%	12%	3%	-5%	-9%	0%	6.5	58

Compounds were not picked by outcome; about 2.4% have a hit in one of these screens.
